# Compound activity: PubChem, several laboratories
# GSK3beta inhib: human GSK3beta kinase inhibitors, primary screen, biochemical, cell-free homogeneous, HTS | Glycogen synthase kinase-3 beta (Homo sapiens), P49841 | GST-GSK3beta kinase, ADP-Glo luminescence, 60 min; stronger effect = lower value | activity score (negative = inhibition), % at 10 µM | 300,000 tested, 0.038% active | AID 2097, 2009;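 active = more than half of replicate wells score below -50%, meaning over 50% inhibition versus plate controls; inconclusive = some replicates but at most half score below -50%; inactive = no replicate scores below -50%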;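 note: 0% = median DMSO wells and -100% = median GW8510 positive control wells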
#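 Assay system: GST-fused GSK3beta enzyme, cell-free / Medium: Tris pH 7.5 buffer with MgCl2, DTT, BSA, heparin / Also added: peptide substrate plus 25 µM ATP (final) / Compound: 10 µM single point / Timing: kinase reaction with compound 60 min at room temperature / Detection: ADP-Glo luminescence / Benchmarks: DMSO neutral wells and GW8510 at 20 µM as positive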
# AI-2 QS modul: Vibrio harveyi AI-2 quorum sensing modulators, primary screen, JMH597 strain, luminescence/OD600 ratio; Vibrio harveyi JMH597 AI-2 luminescence/OD600 ratio, 9 h; stronger effect = lower value; strain lacks LuxN and CqsS sensors; 0 = neutral-control median; activity change, % at 7.5 µM; 300,000 tested, 0.4% active; in the data active = activity change below about -75%, passing the limit was not always enough; inconclusive = no clear call, values can overlap the other calls;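 note: luminescence divided by OD600 gain over 9 h not by final OD600 alone; inactives centre near 13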
# HSP90 inh: HSP90 inhibitors, primary screen, cell lysate, luminescence; Heat shock protein HSP 90 (rabbit reticulocyte lysate; luciferase refolding); Rabbit reticulocyte lysate, luciferase refolding luminescence, 3 h; inhibition, % at 5.6 µM; 290,000 tested, 0.91% active;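 active = inhibition above the screen-wide mean plus 3 SD, computed separately per campaign, cut at about 16% in these data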;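 note: 0% = DMSO wells and 100% = 60 µM geldanamycin wells; inhibitors lower the luminescence because luciferase stays unfolded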
# GSK3 alpha inh: blockers of GSK3A enzyme activity – biochemical, luminescence, cell-free homogeneous, HTS, primary screen; Glycogen synthase kinase-3 alpha (Homo sapiens), P49840; GSK-3 alpha kinase, ADP-Glo luminescence, 60 min; inhibition, % at 10 µM; 320,000 tested, 0.1% active; AID 2650, 2010;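 in the data active = inhibition above about 50%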;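 note: GST-tagged GSK-3 alpha with peptide substrate and 25 µM ATP; 0% = DMSO neutral wells and 100% = GW8510 positive control wells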
# Target sequence (P49840 whole entry, looked up): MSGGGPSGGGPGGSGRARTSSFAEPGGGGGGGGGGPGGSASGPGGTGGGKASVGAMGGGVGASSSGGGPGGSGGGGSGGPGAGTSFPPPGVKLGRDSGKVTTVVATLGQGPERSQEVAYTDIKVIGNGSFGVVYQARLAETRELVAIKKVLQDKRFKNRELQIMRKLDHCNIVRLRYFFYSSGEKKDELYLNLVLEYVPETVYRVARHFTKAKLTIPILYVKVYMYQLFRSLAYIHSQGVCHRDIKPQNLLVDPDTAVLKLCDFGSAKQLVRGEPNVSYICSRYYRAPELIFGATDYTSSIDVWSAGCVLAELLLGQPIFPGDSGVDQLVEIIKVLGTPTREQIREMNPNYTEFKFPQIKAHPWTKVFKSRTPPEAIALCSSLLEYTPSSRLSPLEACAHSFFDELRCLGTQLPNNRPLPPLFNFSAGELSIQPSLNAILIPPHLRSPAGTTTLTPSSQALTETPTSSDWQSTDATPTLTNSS
# HSF-1 act: HSF-1 activators, primary screen, NIH3T3-HGL cells, MG132 stress, luminescence, single point. NIH3T3-HGL HSF-1 luciferase reporter, 8 h; 100% = twice DMSO control signal. activation, % at 9 µM. 300,000 tested, 1.7% active;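 active = mean replicate activation of at least 50% with a set share of replicates each reaching 50%; inconclusive = only one of those two conditions met; inactive = mean below 50% and too few replicates reaching it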;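 note: 0% = median of the neutral control wells and 100% = twice that signal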
# Platelet DG rel: inhibitors of platelet dense granule secretion, primary screen, cell-based, MLPCN, human platelets. 300,000 tested, 0.22% active. human platelet-rich plasma, SFLLRN dense granule ATP release, luminescence. AID 1663, 2009. inhibition, %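 (compounds screened at 7.5 µM in platelet-rich plasma)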;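 active = mean replicate score, as percent of positive control, at or above 50; inconclusive = mean below 50 but at least one replicate at or above 50; inactive = mean and every replicate below 50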
# HDAC3 inhib: HDAC3 deacetylase inhibitors, primary screen, biochemical, fluorescence, cell-free homogeneous | recombinant HDAC3, fluorogenic peptide/trypsin coupled | inhibition, % at 8.3 µM | AID 2718, 2010 | Histone deacetylase 3 (Homo sapiens), O15379 | 320,000 tested, 0.15% active; in the data active = inhibition above about 26%, passing the limit was not always enough; inconclusive = no clear call, values can overlap the other calls
# Target sequence (O15379 whole entry, looked up): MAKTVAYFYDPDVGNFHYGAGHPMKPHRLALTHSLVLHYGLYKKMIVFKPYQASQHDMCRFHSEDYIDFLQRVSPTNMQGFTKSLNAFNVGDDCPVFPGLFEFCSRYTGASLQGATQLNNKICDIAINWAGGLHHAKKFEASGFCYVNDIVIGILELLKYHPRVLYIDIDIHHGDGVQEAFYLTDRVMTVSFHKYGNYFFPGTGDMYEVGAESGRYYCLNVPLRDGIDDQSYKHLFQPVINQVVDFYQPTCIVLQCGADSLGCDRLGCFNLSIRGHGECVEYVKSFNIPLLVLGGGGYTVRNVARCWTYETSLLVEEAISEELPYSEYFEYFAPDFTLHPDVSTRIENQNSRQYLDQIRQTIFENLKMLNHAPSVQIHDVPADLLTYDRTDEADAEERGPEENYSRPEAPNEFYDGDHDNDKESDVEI
# PolyA inhibitor: polyadenylation inhibitors in yeast reporter cells, primary screen, luminescence, S. cerevisiae. S. cerevisiae SKY197-pL101 polyadenylation reporter, beta-gal luminescence; efflux-impaired pdr1/pdr3 knockout yeast; score 100 = 6 SD above DMSO. calls only at 12 µM. 300,000 tested, 0.02% active. AID 1875, 2009;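 active = lowest replicate activity score at least 50, where 100 means six control SD above control mean; inconclusive = lowest score under 50 but half or more replicates reach 50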;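 note: yeast exposed to compound for 9 h at 30 °C; higher score means more reporter readthrough which indicates perturbed polyadenylation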
# DYRK1A inh: rat Dyrk1A kinase inhibitors, primary screen, biochemical, single point, plate reader | Dual specificity tyrosine-phosphorylation-regulated kinase 1A (Rattus norvegicus), Q63470 | ADP-Glo luminescence, NFATc1 peptide | inhibition, % at 12.5 µM | 310,000 tested, 0.43% active | AID 504441, 2011; in the data active = inhibition above about 50%;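 note: plate controls were vehicle with enzyme for no effect and no enzyme for full effect; many of its hits are not listed in these tables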
# HSF1 inhib: HSF1 inhibitors in luciferase reporter cells, primary screen, cell-based, NIH3T3, luminescence | NIH3T3-HGL HSE-luciferase, MG132-induced, luminescence 8 h; stronger effect = lower value | activity change, negative = inhibition, % at 7.5 µM (by protocol) | 300,000 tested, 0.77% active;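 active = more than half of replicate wells show activity change below -50%, luminescence cut by over half; inconclusive = some wells, but at most half, below -50%; inactive = no replicate well below -50%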;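 note: luciferase reports HSF-1 transcriptional activity via heat shock element; 0% = median of DMSO wells and -100% = zero luminescence signal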
# Active calls of the source: *; i = inactive; ? = inconclusive; . = no result given.
SMILES,GSK3beta inhib,AI-2 QS modul,HSP90 inh,GSK3 alpha inh,HSF-1 act,Platelet DG rel,HDAC3 inhib,PolyA inhibitor,DYRK1A inh,HSF1 inhib
N/C(CN1CCCC1=O)=N\O,-3,16,3,-2,-9,-1,-4,i,4,-2
O=[N+]([O-])c1ccccc1S(=O)(=O)N1CCN(CC2CC3C=CC2C3)CC1 (centres undefined),0,25,2,-2,32,-3,1,i,8,9
CCOCCn1c(=O)c2c(nc3n2CCCN3Cc2ccccc2)n(C)c1=O,0,10,-5,-4,19,2,1,i,0,1
CC(C(c1cccs1)c1c(N)n(C)c(=O)n(C)c1=O)[N+](=O)[O-] (centres undefined),-4,8,-2,-1,-4,0,-2,i,.,-2
CCNC(=O)/C=C/c1ccccc1[N+](=O)[O-],-1,15,-2,1,-13,9,9,i,-1,-3
CCN(CC)S(=O)(=O)c1ccc(N2CCCC2)c(NC(=O)C2CCCCC2)c1,-5,5,4,0,-11,3,-1,i,.,-1
COc1ccc(/C=C/C(=O)CC(O)(c2ccccc2)C(F)(F)F)cc1 (centres undefined),-4,-8,1,0,-9,-2,7,i,1,3
COc1ccc(O)c(C2NC(CC(C)C)(C(=O)O)C3C(=O)N(Cc4ccccc4)C(=O)C23)c1 (centres undefined),0,48,4,-2,47,-1,-10,i,3,14
CCc1ccc(-c2nc(CS(=O)CC(=O)NCCCN3CCC(C)CC3)c(C)o2)cc1 (centres undefined),-1,12,-2,1,3,-3,-3,i,7,5
O=C(CSc1nc(-c2ccco2)cc(C(F)(F)F)n1)NCCCn1ccnc1,4,29,-1,0,17,9,3,i,58*,-4
Cc1ccccc1Oc1ncccc1C(=O)/C(C#N)=C/N(C)C,2,7,-1,4,-5,-9,-5,i,3,-15
COc1ccccc1N1CCN(C2CCN(S(=O)(=O)c3ccc4ccccc4c3)CC2)CC1,-3,41,1,1,13,4,7,i,-3,11
CCCCOC(=O)c1nc[nH]c1C(=O)OCCCC,-8,10,2,9,10,6,4,i,10,4
Cc1nn(-c2ccccc2)c(Cl)c1C(=O)NCC(C)c1ccccc1 (centres undefined),-1,36,0,-1,7,22,-6,i,-7,7
COc1ccc(Br)cc1C(=O)Nc1cccc(-c2nnc(-c3ccco3)o2)c1,1,-6,-1,0,-24,-22,-5,i,.,-22
COc1cc(NC(=O)CN2C(=O)COc3ccc(S(=O)(=O)N4CCCC4)cc32)cc(OC)c1,2,22,-2,-2,8,7,-6,i,.,3
Cc1ccccc1C(OCC(O)CN1CCC(C(N)=O)CC1)c1ccccc1 (centres undefined),-1,17,0,-2,-2,5,2,i,2,0
Cc1ccc(N2C(=O)[C@@H]3[C@H](C2=O)[C@H]2C=CC=NN2[C@@H]3C(=O)Nc2ccccc2)cc1,-1,11,0,0,23,15,-1,i,1,4
CC(C)CCOP(=O)(c1ccc(N(C)C)cc1)C(O)c1c(Cl)cccc1Cl (centres undefined),-1,21,5,1,7,-3,8,i,3,10
CCN(c1ccccc1)c1nc(C#N)nc(N(CC)c2ccccc2)n1,2,18,1,-2,-11,-1,6,i,-3,-2
COc1ccc(CCNC(=O)CSc2nnc3ccc(-c4ccncc4)nn23)cc1,4,5,-1,-1,2,11,1,i,6,3
Cc1ccc(CN2CCCN(Cc3ccc(F)cc3Cl)S2(=O)=O)cc1,-1,13,1,-3,5,-12,3,i,-3,-3
COc1ccc(C)cc1-n1c(-c2ccncc2)n[nH]c1=S,3,-2,0,0,1,-4,-1,i,-3,-1
CC(=O)Nc1cc(C(=O)c2ccccc2)ccc1N1CCOCC1,3,32,-3,-1,-6,1,?,i,-4,-4
Nc1nc2ccc(Cl)cc2c2nc(-c3ccco3)nn12,2,13,-1,-5,-1,-5,3,i,.,1
# Carrying on.
SMILES,GSK3beta inhib,AI-2 QS modul,HSP90 inh,GSK3 alpha inh,HSF-1 act,Platelet DG rel,HDAC3 inhib,PolyA inhibitor,DYRK1A inh,HSF1 inhib
Brc1ccc(/C=N/Nc2ccccc2)cc1,1,10,-1,-6,-7,-18,0,i,1,-5
O=C1CCN(CCc2ccccc2)CCN1[C@H](CSc1ccccc1)c1ccccc1,0,20,0,0,19,10,10,i,2,8
O=Cc1cc2ccccc2nc1SCCCF,3,18,1,0,10,-1,3,.,-7,2
Cc1cnc(C(=O)OCC(=O)Nc2sc3c(c2C#N)CCC3)cn1,1,26,.,-2,0,11,-1,i,1,-1
O=c1oc2ccccc2cc1NCc1ccccc1O,0,-94*,-5,-2,40,9,-2,i,9,41
CN(Cc1ccccc1)C(=O)CN(C)S(=O)(=O)c1ccc(F)cc1,-3,13,-4,-1,7,9,7,i,0,-1
O=C(c1ccncc1)N1CCN(C2CCC(c3ccccc3)CC2)CC1 (centres undefined),-2,11,-5,11,14,0,3,i,7,-1
CC1CCc2ccccc2N1C(N)=Nc1ccccc1 (centres undefined),2,17,-1,-1,6,11,-1,i,3,-4
O=c1oc2ccccc2c(O)c1/C=N/c1ncccn1,0,82,.,-1,4,-4,-3,i,6,-1
C/C(=N\NC(=S)NC1CCCCC1)c1cccs1,4,-11,0,3,-3,3,1,i,1,1
Cn1c(=O)c2c(SC3CCCC3)nc(C3CC3)nc2n(C)c1=O,1,7,4,-1,5,1,-8,i,-1,0
CCc1ccc(NC2CC(=O)N(CCc3ccc(OC)c(OC)c3)C2=O)cc1 (centres undefined),-3,19,1,0,0,4,9,i,-2,-4
Cc1ccc(S(=O)(=O)Oc2ccc(/C=N/NC(=O)c3nn(C)cc3[N+](=O)[O-])cc2)cc1,-3,7,0,-1,23,7,4,i,-5,-3
Cc1nnc(SCCCOc2ccccc2)nc1C,-1,13,.,-3,10,-5,6,i,8,-2
Cc1ccc(C(C)(c2ccc(N)cc2)c2ccc(N)cc2)cc1,-5,15,.,0,-11,4,3,i,-6,-4
CCOC(=O)c1c(C)[nH]c(C(=O)NCCN2CCOCC2)c1C,8,16,-5,-1,0,5,-2,i,0,-6
Cc1ccc[n+](CC(=O)Nc2ccc(Cl)c([N+](=O)[O-])c2)c1,3,15,4,10,38,-11,-1,i,12,4
NNC(=O)c1csc(-c2ncc(C(F)(F)F)cc2Cl)n1,1,38,-1,12,-7,8,6,i,.,-10
CNC(=S)N(CCc1c(C)[nH]c2ccc(OC)cc12)Cc1cccnc1,-1,26,-2,-2,-4,-2,-2,i,0,-3
O=C(O)C1CCCN(S(=O)(=O)c2ccc(Br)s2)C1 (centres undefined),-1,17,-4,-3,3,-1,2,i,.,-1
COc1ccc(C(=O)COC(=O)c2ccc(NC(C)=O)cc2)cc1[N+](=O)[O-],1,20,-2,1,-8,6,3,i,-3,-4
O=C1C2CC=CCC2C(=O)N1CC1CCCO1 (centres undefined),1,15,1,0,10,1,-3,i,0,-3
CC(=O)CCS(=O)(=O)c1ccc(C)c(C)c1,0,13,1,-2,-16,3,?,i,14,-12
CCN(CC)S(=O)(=O)c1ccc(N/N=C(\C)c2ccncc2)nc1,1,7,-9,-1,-6,3,11,i,0,-6
Cc1nc2ccc(NS(=O)(=O)c3ccc(C)c(C)c3)cc2s1,-20,42,1,-3,-42,4,3,i,0,-29

# A run of entries taken from the entries so far, as a working copy:
SMILES,GSK3beta inhib,AI-2 QS modul,HSP90 inh,GSK3 alpha inh,HSF-1 act,Platelet DG rel,HDAC3 inhib,PolyA inhibitor,DYRK1A inh,HSF1 inhib
C/C(=N\NC(=S)NC1CCCCC1)c1cccs1,4,-11,0,3,-3,3,1,i,1,1
Cn1c(=O)c2c(SC3CCCC3)nc(C3CC3)nc2n(C)c1=O,1,7,4,-1,5,1,-8,i,-1,0

# Ordered by number of heavy atoms (highest first): 10 of the compounds above
SMILES,GSK3beta inhib,AI-2 QS modul,HSP90 inh,GSK3 alpha inh,HSF-1 act,Platelet DG rel,HDAC3 inhib,PolyA inhibitor,DYRK1A inh,HSF1 inhib
O=C1CCN(CCc2ccccc2)CCN1[C@H](CSc1ccccc1)c1ccccc1,0,20,0,0,19,10,10,i,2,8
CCc1ccc(NC2CC(=O)N(CCc3ccc(OC)c(OC)c3)C2=O)cc1 (centres undefined),-3,19,1,0,0,4,9,i,-2,-4
COc1ccc(C(=O)COC(=O)c2ccc(NC(C)=O)cc2)cc1[N+](=O)[O-],1,20,-2,1,-8,6,3,i,-3,-4
Cc1ccc(C(C)(c2ccc(N)cc2)c2ccc(N)cc2)cc1,-5,15,.,0,-11,4,3,i,-6,-4
Cc1nc2ccc(NS(=O)(=O)c3ccc(C)c(C)c3)cc2s1,-20,42,1,-3,-42,4,3,i,0,-29
Cc1ccc[n+](CC(=O)Nc2ccc(Cl)c([N+](=O)[O-])c2)c1,3,15,4,10,38,-11,-1,i,12,4
CC1CCc2ccccc2N1C(N)=Nc1ccccc1 (centres undefined),2,17,-1,-1,6,11,-1,i,3,-4
Cc1nnc(SCCCOc2ccccc2)nc1C,-1,13,.,-3,10,-5,6,i,8,-2
C/C(=N\NC(=S)NC1CCCCC1)c1cccs1,4,-11,0,3,-3,3,1,i,1,1
CC(=O)CCS(=O)(=O)c1ccc(C)c(C)c1,0,13,1,-2,-16,3,?,i,14,-12

# Next entries
SMILES,GSK3beta inhib,AI-2 QS modul,HSP90 inh,GSK3 alpha inh,HSF-1 act,Platelet DG rel,HDAC3 inhib,PolyA inhibitor,DYRK1A inh,HSF1 inhib
O=C(COC(=O)c1ccc[nH]c1=O)NC1CCCCCC1,2,3,1,-1,11,-5,1,i,-6,0
O=C1CCC(C(=O)NCCN2C(=O)S/C(=C\c3cccnc3)C2=O)=NN1,-2,14,3,1,-8,8,8,i,-2,0
CCOC(=O)C1C(=O)C=C(/C=C/c2ccc(N(C)C)cc2)CC1c1ccccc1 (centres undefined),-1,13,-1,3,45,2,8,.,-3,7
Fc1ccc(F)c(NC(=S)NCCc2ccccc2)c1,1,5,2,-2,12,0,1,i,1,0
CCOC(=O)c1sc(-c2ccccc2)cc1NC(=O)Nc1ccccc1,1,2,4,-2,-16,-19,3,i,3,-9
CN1CCN(C(=O)CSc2nc3c(c(=O)n(C)c(=O)n3C)n2C)CC1,4,14,0,1,16,5,-5,i,6,-6

# These rows are one share of the data. The share of hits here may be higher or lower than overall.
